Screening data: PubChem, National Center for Advancing Translational Sciences (NCATS)
hERG WT inh: inhibitors of human wildtype KCNH2 potassium channel; Q12809; U2OS, BacMam KCNH2, thallium flux FluxOr; stronger effect = lower value; activity change, % at 1.84 µM; 340,000 compounds, 0.37% hits; AID 720551;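 active = maximum activity change below -70%; inconclusive = maximum activity change between -70% and -50%; inactive = maximum activity change above -50%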; also: % is scaled to controls: 0 for no effect and ±100 for the full control effect
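U2OS cells were transduced with wild-type KCNH2 virus (2.03 x 10^8 / mL) for 4 h at room temperature, then cultured overnight at 37 C. Thallium flux was read with FluxOr dye. Rate constants were normalized to DMSO controls.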
Giardia killer: Giardia lamblia killing; 340,000 compounds, 0.15% hits; AID 540267; activity change, % at 7.66 µM, hits read low; Giardia lamblia trophozoite viability; in the data active = activity change below about -80%; inconclusive = between about -30% and that limit;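 also: parasites exposed to compound for two days anaerobically before the ATP read; % is scaled to controls: 0 for no effect and ±100 for the full control effect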
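Each well holds 100 Giardia trophozoites and compound. After two days (48 hrs) at 37 deg C in anaerobic conditions, ATP is quantified by luminescence.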
CXXC DNA block: MLL CXXC-DNA interaction inhibition | Potency, µM (highest dose often 115 µM), without a hit: top-dose activity change, negative = inhibition, actives largely listed as inhibitors | 290,000 compounds, 0.037% hits | MLL-CXXC / FITC-HOXA9 DNA fluorescence polarization; active = well fitted inhibition curve with a large enough effect in the polarisation, with a control signal flat, not every such curve was filed as active; inconclusive = small, poorly fitted or top-dose-only effect, or effect the other way, or a change in a side signal; inactive = no such curve, though single readings can be large or run the other way; the % refers to the polarisation; also: potency is read from the fitted curve at half-maximal effect
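Purified MLL-CXXC (added from a 7 uM solution) was preincubated 5 min at ambient with pinned compounds in 50 mM Tris-HCl pH 7.5, 50 mM NaCl, 1 mM DTT, 0.05% BSA. Fluorescein-labeled HOX-A9 DNA (50 nM solution) followed, 30 min, then polarization read.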
TCR activator: activates T cell receptor signaling. AID 504894. 330,000 tested, under 10 active. primary human leukocytes, anti-CD3, IL-2 HTRF, 48 h. Potency, µM (highest dose often 9.22 µM), for inactives: at the top dose activation of IL-2 secretion, usual class: activators; also: % of control where 0% means no effect
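1) Mix primary human leukocytes, a-CD3 beads and compound. 2) Incubate 48 hr. 3) Add HTRF IL-2 reagents (a-IL-2-K, a-IL-2-d2).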
GALK inh: blocks human galactokinase activity; P51570; Purified GALK, Kinase-Glo residual ATP luminescence; Potency, µM (top dose mostly 57.5 µM), inactives show at the top dose activity change, negative = inhibition, actives largely listed as inhibitors; 270,000 compounds, 0.007% hits; also: potency is read from the fitted curve at half-maximal effect; % is scaled to controls: 0 for no effect and ±100 for the full control effect
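Compounds were pin-transferred into ATP buffer (35 uM final), then GALK plus galactose (5 nM, 100 uM final) was added. After 1 h at room temperature, Kinase-Glo Plus was added and luminescence read after 10 min.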
TSHR antagonist: blocks TSH signaling through the human TSH receptor. P16473. TSHR-expressing cells, TSH-stimulated cAMP HTRF, 2 h; stronger effect = lower value. activity change, negative = inhibition, % at 11.5 µM. 330,000 compounds, 0.2% hits. AID 504810;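 active = activity change below a set negative limit, meaning inhibition stronger than a set level, cut at about -70% in these data; inconclusive = activity change between two set negative limits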; also: % is scaled to controls: 0 for no effect and ±100 for the full control effect
Target sequence (P16473 whole entry, looked up): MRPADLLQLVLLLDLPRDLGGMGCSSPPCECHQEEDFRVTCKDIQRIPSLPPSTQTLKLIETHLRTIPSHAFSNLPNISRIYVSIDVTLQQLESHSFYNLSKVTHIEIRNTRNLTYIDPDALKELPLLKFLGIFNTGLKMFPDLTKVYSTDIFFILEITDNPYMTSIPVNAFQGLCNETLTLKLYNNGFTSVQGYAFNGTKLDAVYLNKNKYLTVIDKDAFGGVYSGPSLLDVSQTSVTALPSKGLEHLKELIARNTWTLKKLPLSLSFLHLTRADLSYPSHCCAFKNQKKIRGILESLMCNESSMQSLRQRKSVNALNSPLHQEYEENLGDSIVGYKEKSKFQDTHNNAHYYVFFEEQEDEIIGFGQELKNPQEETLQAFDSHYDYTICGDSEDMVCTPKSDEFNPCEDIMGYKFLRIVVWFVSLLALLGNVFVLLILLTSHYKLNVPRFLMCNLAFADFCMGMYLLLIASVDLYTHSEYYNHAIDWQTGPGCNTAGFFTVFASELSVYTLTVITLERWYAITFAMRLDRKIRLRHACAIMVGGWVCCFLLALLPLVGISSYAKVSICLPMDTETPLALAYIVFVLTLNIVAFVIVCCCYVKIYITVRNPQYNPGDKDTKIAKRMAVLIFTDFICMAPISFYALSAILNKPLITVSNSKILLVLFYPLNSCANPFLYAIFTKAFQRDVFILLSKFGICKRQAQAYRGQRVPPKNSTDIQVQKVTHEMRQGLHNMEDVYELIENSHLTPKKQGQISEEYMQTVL
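Inhibition of cAMP made by TSHR-expressing cells under TSH stimulation (4nM final, EC80; 2 h, 37 deg C) is quantified with a one-step lysis HTRF kit, anti-cAMP cryptate versus cAMP-d2.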
Tb PFK block: blocks T. brucei phosphofructokinase. T. brucei PFK, ADP-Glo luminescence. Potency, µM (doses to about 57.5 µM), for inactives: at the top dose activity, negative = inhibition, most hits filed as inhibitors. 330,000 compounds, 0.17% hits. AID 485367;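 also: potency is read from the fitted curve at half-maximal effect; 0% = uninhibited 1x PFK enzyme wells and -100% = no-enzyme wells; nearly all actives have a fitted effect of over 60% in size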
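Luminescent ADP detection (ADP-Glo, two-step: ATP depletion then ADP-to-ATP conversion for luciferase) reported PFK activity after 45 min room-temperature reaction of 1.25 nM enzyme with 0.5 mM F6P and 0.1 mM ATP at pH 8.0.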
FBPA coupling cs: inhibits coupling enzyme system, counter-screen for aldolase hits; AID 2472; activity change, negative = inhibition, % at 58.2 µM, hits read low; 290,000 compounds, 0.67% hits; coupling enzyme system counterscreen, AmpLite Red fluorescence; in the data active = activity change below about -30%; also: % is scaled to controls: 0 for no effect and ±100 for the full control effect
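Fluorescence at 525 nm excitation and 598 nm emission measured inhibition of the coupled detection system without aldolase. Compounds (at 57.5 uM final) were preincubated 10 min at room temperature with coupling enzyme reagent before a 20 min substrate/AmpLite Red step.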
A-T KAP1 phos: potential ataxia-telangiectasia treatments restoring KAP-1 phosphorylation; Potency, µM (top dose mostly 57.5 µM), for inactives: at the highest dose activation, hits mostly activators; 320,000 compounds, 0.19% hits; […] A-T fibroblasts, KAP-1 phosphorylation AlphaLISA; neocarzinostatin DNA damage 30 min before lysis; AID 485349; also: potency is read from the fitted curve at half-maximal effect; % of control where 0% means no effect; nearly all actives have a fitted effect of over 45% in size
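ATM-like activity read as KAP-1 phosphorylation via AlphaLISA donor/acceptor antibody pairs after lysis and 6 hr at 25C. Cells were ATM-null patient fibroblasts ([…], hTERT), dosed 60 min, then exposed to the DSB inducer NCS for 30 min.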
Chronic BCR inh: inhibitors of chronic active B-cell receptor signaling. ABC-DLBCL IkBa-CBG/CBR reporter, luminescence ratio, 4 h. Potency, µM (highest dose often 46.1 µM), without a hit: at the highest dose ratio change, negative = lower green/red ratio, actives largely listed as inhibitors. 340,000 compounds, 0.05% hits; active = well fitted inhibition curve with a large enough effect in the signal ratio, with a control signal flat, not every such curve was filed as active; inconclusive = small, poorly fitted or top-dose-only effect, or effect the other way, or a change in a side signal; the % refers to the signal ratio;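 also: potency is read from the fitted curve at half-maximal effect; plate controls were basal doxycycline-induced cells for no effect and cells given 10 µM MG132 for full effect; MG132 reads +100%, hits lower the ratio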
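TMD8 human ABC-DLBCL cells with doxycycline-inducible IκBα–green luciferase fusion and unfused red luciferase, in 0.5% FBS medium; compounds up to 46 uM, 4 h at 37C. Green/red luminescence ratio, filter-overlap corrected, fitted to concentration-response curves.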
* hit, by the source's call; ? = inconclusive; . = no result given; [ ] = another dose, or the depositor's remark. Unless noted, calls follow the shape of the dose curve; as a rule, active = well fitted curve in the direction sought with a large enough effect; inconclusive = small, poorly fitted or top-dose-only effect, or another doubt; inactive = no such curve, though single readings can be large; an effect the other way counts as inactive or inconclusive. Compounds were not picked by outcome (roughly 1.6% active in at least one column).

entry | SMILES | hERG WT inh | Giardia killer | CXXC DNA block | TCR activator | GALK inh
1 | CS(=O)(=O)c1ccc(C(=O)Nc2ccc(N3CCOCC3)cc2)c(Cl)c1 | -4 | ? | -4% | -1% | 0%
2 | O=C1CC(N2CCN(c3ccc(O)cc3)CC2)C(=O)N1Cc1cccs1 (stereo not given) | 8 | 5 | -4% | 0% | 2%
3 | O=C(Nc1ccc(Cl)cc1)/C(=C/c1ccc([N+](=O)[O-])cc1)c1nc2ccccc2s1 | . | . | ? | . | 1%
4 | CC1(c2ccc3noc(-c4ccccc4)c3c2)OCCO1 | -2 | -5 | -5% | 0% | -5%
5 | Cc1cccc(NC(=O)CN2CCCCCC2)c1 | 1 | 10 | -1% | 2% | -5%
6 | CSc1nc(-c2ccco2)nn1C(=O)c1cccs1 | -8 | -11 | 142%[activator] | 0% | -4%
7 | Cc1cc(C)c(C)c(OCCCOc2cccc3cccnc23)c1 | -2 | 3 | 3% | 0%[46.1 µM] | -2%
8 | O=C(COC(=O)c1ccc(Br)cc1)Nc1ccccc1Br | 0 | -8 | 2% | 8% | 5%

entry | TSHR antagonist | Tb PFK block | FBPA coupling cs | A-T KAP1 phos | Chronic BCR inh
1 | -6 | 4% | 0 | -9% | 0%
2 | 16 | -15% | -8 | 5% | ?
3 | -19 | 2% | 2 | 15% | 0%
4 | -21 | 2% | -1 | 4% | 9%
5 | 7 | 1% | -1 | -5% | -3%
6 | 9 | 6% | -4 | 22% | 0%
7 | 12 | 0% | 0 | -3% | -9%
8 | -1 | 9% | 2 | 1% | 1%

Going on with the list:
entry | SMILES | hERG WT inh | Giardia killer | CXXC DNA block | TCR activator | GALK inh
9 | CCN1CCN(C(=O)C2CCCN(S(=O)(=O)c3ccc(OC)c(OC)c3)C2)CC1 (stereo not given) | 1 | -4 | -1% | -3% | 9%
10 | COc1cccc(CSc2nc3sc(C)c(C)c3c(=O)n2Cc2ccco2)c1 | -1 | -21 | -3% | 3% | 2%
11 | O=C(Cc1ccc(S(=O)(=O)N2CCOCC2)s1)Nc1cc(C(F)(F)F)cc(C(F)(F)F)c1 | -2 | -2 | . | -4% | .
12 | COc1ccc(-n2nc(C(=O)NCC(=O)N3CCCCCC3)c3ccccc3c2=O)cc1Cl | -3 | -4 | -2% | 7% | -2%
13 | COc1cc(/C=C2/C(=O)N(c3ccccc3)N=C2C)ccc1OS(=O)(=O)c1ccccc1 | . | . | 1% | -2%[46.1 µM] | 2%
14 | CC1CCC(NC(=O)N(CCCl)N=O)CC1 (stereo not given) | -4 | 1 | 1% | -4% | .
15 | N=C1C(c2nc3ccccc3s2)=C(O)CN1CCCO | -16 | 4 | 13% | -3% | 1%
16 | CCn1cc(S(=O)(=O)N2CCCC2)cn1 | -3 | -5 | ? | -2% | 7%

entry | TSHR antagonist | Tb PFK block | FBPA coupling cs | A-T KAP1 phos | Chronic BCR inh
9 | 1 | 0% | 0 | 5% | 8%
10 | -1 | -7% | 2 | 10% | -2%
11 | -24 | -3% | . | 3% | 0%
12 | -1 | 0% | 1 | -2% | ?
13 | -8 | 1% | -42* | 3% | 4%
14 | . | . | -1 | . | .
15 | 3 | 0% | 0 | 7% | ?
16 | 47 | -13% | . | 19% | ?

Continuation.
entry | SMILES | hERG WT inh | Giardia killer | CXXC DNA block | TCR activator | GALK inh
17 | Cc1cccc(N2CCN(S(=O)(=O)c3cccc4nonc34)CC2)c1C | 8 | 11 | 13% | 3%[46.1 µM] | -3%
18 | Cc1cccc(NS(=O)(=O)c2ccc(C(C)(C)C)cc2)n1 | 5 | 7 | -15% | 3% | 1%
19 | CN(C)CCNc1ncnc2sc(-c3ccccc3)cc12 | -3 | 17 | -3% | -3% | .
20 | CC1(C)CC(=O)C(C=NCc2ccccn2)=C(O)C1 | 4 | -4 | 3% | 2% | 5%
21 | Cn1c2c(c(=O)[nH]c1=O)C(NC(=O)c1ccco1)(C(F)(F)F)C(=O)N2 (stereo not given) | -1 | -7 | 3% | 2% | 1%
22 | O=C(CCCn1c(SCc2ccccc2F)nc2ccccc2c1=O)NCC1CCCO1 (stereo not given) | 5 | 0 | 2% | 9% | 1%
23 | Cc1cc(C)cc(OCC(=O)N2CCN(c3ncccn3)CC2)c1 | -6 | -3 | . | 2% | .
24 | CC(=O)c1cccc(NS(=O)(=O)c2ccc(-c3cc(C)no3)s2)c1 | -6 | -1 | -1% | -1% | 9%

entry | TSHR antagonist | Tb PFK block | FBPA coupling cs | A-T KAP1 phos | Chronic BCR inh
17 | -8 | 5% | 0 | 6% | -1%
18 | 1 | -5% | 7 | 1% | -8%
19 | -3 | 10% | -1 | -6% | ?
20 | -7 | -5% | 1 | -10% | 0%
21 | 4 | -2% | 1 | -2% | 8%
22 | 14 | 0% | 4 | -2% | 22%
23 | 1 | 4% | . | 1% | 0%
24 | -25 | 2% | 7 | 0% | 3%

Later entries:
entry | SMILES | hERG WT inh | Giardia killer | CXXC DNA block | TCR activator | GALK inh
25 | CS(=O)Cc1cc(Sc2ccccc2)nc(-c2ccncc2)n1 (stereo not given) | -5 | ? | 7% | 6% | 0%
26 | O=C(Nc1ccc(F)cc1F)N1CCCN(CCOc2ccccc2)CC1 | 11 | 18 | 2% | -6% | .
27 | CCc1cc(-c2n[nH]c(=S)n2CC(C)C)cs1 | -23 | 11 | 4% | -2%[46.1 µM] | 1%
28 | Cc1c(C(=O)NC2=NCCS2)oc2ccccc12 | 5 | -9 | 5% | -7% | -1%
29 | c1ccc(Nc2nnc(-c3cccnc3)s2)cc1 | 6 | -17 | -9% | 2% | -2%
30 | Oc1ccc(C=NCC2COc3ccccc3O2)cc1 (stereo not given) | 18 | -6 | -10% | 2% | -4%
31 | CC(C)(SC(=S)N1CCOCC1)C(=O)O | 1 | -18 | 1% | -1% | 2%
32 | O=C(c1ccco1)N1CCN(C(=O)c2cccs2)CC1 | 6 | -5 | -1% | -3% | -2%

entry | TSHR antagonist | Tb PFK block | FBPA coupling cs | A-T KAP1 phos | Chronic BCR inh
25 | -7 | -1% | 2 | -5% | 0%
26 | 0 | -3% | 1 | 8% | ?
27 | -10 | -7% | 3 | 3% | -3%
28 | 4 | 4% | -6 | -5% | ?
29 | 0 | -19% | -2 | 16% | 1%
30 | -4 | -6% | -2 | 0% | 0%
31 | 11 | 0% | 3 | 0% | -3%
32 | 5 | -6% | 7 | -1% | ?

Carrying on:
entry | SMILES | hERG WT inh | Giardia killer | CXXC DNA block | TCR activator | GALK inh
33 | Clc1nssc1=Nc1ccccc1 | 28 | -11 | 1% | -4% | 4%
34 | Cc1nnc(SCc2nc3sc(C(=O)O)c(C)c3c(=O)[nH]2)s1 | -8 | 14 | -12% | -6% | .
35 | COc1ccc(C(=O)Oc2ccc(Br)cc2C(=S)N2CCOCC2)cc1 | 3 | 1 | 91%[activator] | -9% | 0%
36 | O=S(=O)(c1ccccc1)[C@@]1(c2ccccc2)C[C@@H]2ON=C(c3cccc(-c4ccccc4)c3)[C@@H]2C1 | . | -24 | . | -4% | .
37 | Cc1nn(CCO)c2nc(-c3cccs3)cc(C(F)(F)F)c12 | 4 | 6 | 11% | -3%[46.1 µM] | 3%
38 | CN(c1cccc(Cl)c1)S(=O)(=O)c1cccc(C(=O)NC2=NCCS2)c1 | 4 | 5 | 1% | 2% | 0%
39 | CCOCCCNC(=O)CCn1nc(-c2ccc(Cl)cc2)ccc1=O | -5 | -1 | 5% | -4% | 4%
40 | CCCCNC(=O)N1CCOCCOCCN(C(=O)NCCCC)CCOCC1 | 24 | -9 | 1% | -3% | -4%
41 | CSc1ccc(/C=C/c2ccc3cccc(O)c3n2)cc1 | -2 | -16 | ? | -6% | 1%

entry | TSHR antagonist | Tb PFK block | FBPA coupling cs | A-T KAP1 phos | Chronic BCR inh
33 | 23 | ? | 4 | -5% | ?
34 | 10 | 0% | 7 | -2% | ?
35 | 13 | 1% | 2 | -1% | 0%
36 | 23 | 0% | . | -2% | 5%
37 | -3 | -2% | 1 | 3% | 1%
38 | 33 | -3% | 2 | -12% | ?
39 | 6 | 1% | 1 | -2% | -6%
40 | 1 | 2% | 1 | -2% | -4%
41 | -1 | -1% | -13 | 19% | ?

Among those listed so far, two contain a COOH group:
entry | SMILES | hERG WT inh | Giardia killer | CXXC DNA block | TCR activator | GALK inh
31 | CC(C)(SC(=S)N1CCOCC1)C(=O)O | 1 | -18 | 1% | -1% | 2%
34 | Cc1nnc(SCc2nc3sc(C(=O)O)c(C)c3c(=O)[nH]2)s1 | -8 | 14 | -12% | -6% | .

entry | TSHR antagonist | Tb PFK block | FBPA coupling cs | A-T KAP1 phos | Chronic BCR inh
31 | 11 | 0% | 3 | 0% | -3%
34 | 10 | 0% | 7 | -2% | ?
